GLS inhibitor: inhibitors of human glutaminase (GLS); O94925; GLS enzymatic activity, qHTS titration; Potency, µM (titrated, usually from 45.5 µM), for inactives: at the highest dose activity change, negative = inhibition, hits mostly inhibitors; actives 0.21% (n = 410,000); AID 624170; active = well fitted inhibition curve with a large enough effect
Target sequence (O94925 whole entry, looked up): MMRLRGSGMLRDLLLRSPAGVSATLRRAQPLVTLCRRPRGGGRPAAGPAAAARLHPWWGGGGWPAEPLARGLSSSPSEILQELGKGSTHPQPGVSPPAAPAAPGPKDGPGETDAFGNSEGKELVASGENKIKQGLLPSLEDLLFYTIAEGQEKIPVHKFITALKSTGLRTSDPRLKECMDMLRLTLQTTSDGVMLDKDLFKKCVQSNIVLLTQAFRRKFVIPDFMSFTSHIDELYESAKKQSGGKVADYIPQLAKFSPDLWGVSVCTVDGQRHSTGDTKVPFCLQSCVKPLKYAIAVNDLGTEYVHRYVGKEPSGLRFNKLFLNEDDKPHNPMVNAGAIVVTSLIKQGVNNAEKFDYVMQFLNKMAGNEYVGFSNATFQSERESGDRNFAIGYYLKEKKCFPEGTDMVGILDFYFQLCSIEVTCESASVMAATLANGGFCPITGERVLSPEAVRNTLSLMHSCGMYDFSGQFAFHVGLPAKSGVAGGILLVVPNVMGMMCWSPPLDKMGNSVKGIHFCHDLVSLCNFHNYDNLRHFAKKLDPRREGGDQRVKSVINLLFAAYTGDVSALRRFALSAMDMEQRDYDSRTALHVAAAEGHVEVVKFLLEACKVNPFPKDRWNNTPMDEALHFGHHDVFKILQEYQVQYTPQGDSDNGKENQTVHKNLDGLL
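Two-point fluorescence kinetic (t0, 30 min RT) for hKGA; glutamate detected via glutamate oxidase–HRP–Amplex Red. Substrate: 1 mM L-glutamine solution; buffer 45 mM KH2PO4, pH 8.2.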
Numbers without * were called inactive; [ ] = remark or other dose. % is scaled to controls: 0 for no effect and ±100 for the full control effect; potency is read from the fitted curve at half-maximal effect. A portion of the library, so the mix of outcomes need not match the whole.

# | Compound | GLS inhibitor
1 | COC(=O)[C@@]1(Cc2ccc(F)cc2)[C@H]2c3cc(C(=O)N(C)C)n(CCCNc4ncc(C(F)(F)F)cc4Cl)c3C[C@H]2CN1C(=O)c1ccccc1 | -6.6%
2 | CN1CCN(C(=O)c2ccc(-c3cnn(C)c3)c3ccoc23)CC1 | -13.9%
3 | CC(C)C[C@H]1CNC(=O)C(=O)N1CC1CCN(CCc2ccccc2)CC1 | 1.4%
4 | O=C(O)c1ccccc1-c1cccc2nncn12 | -23.3%
5 | Cc1cccc(C)c1NC(=O)C(c1ccccc1)N1CCN(C/C=C/c2ccccc2)CC1 (configuration not stated) | 1.3%
6 | O=C(NC(c1ccc(Cl)cc1)c1ccsc1)C1CCN(CCOc2ccc(Cl)cc2)CC1 (configuration not stated) | -7.1%
7 | CCCc1nc2ccc(Cl)cn2c1Cc1ccccc1OC | -3.0%
8 | Nc1[nH]c(C(=O)c2ccccc2)c(-c2ccc(Cl)cc2)c1C(=O)NCCc1c[nH]c2ccccc12 | 25.5%
9 | COc1ccc(C(C)(O)c2nc(-c3cccc(C(F)(F)F)c3)cs2)cc1 (configuration not stated) | -8.3%
10 | CC(C)n1nnnc1C1c2ccccc2C(=O)N1CCc1ccccc1F (configuration not stated) | 0.1%
11 | CCCCN(C)c1c(C)nc2ccc(C(=O)NCc3cccs3)cn12 | 11.8%
12 | O=C(NCc1ccccc1)c1[nH]c(C(F)(F)F)nc1-c1ccccc1 | 4.6%
13 | CCCNC(=O)C1(C)CCCN(C(=O)c2cc(C(C)(C)C)nn2C)C1 (configuration not stated) | -1.8%
14 | Cc1cc(NC(=O)CS(=O)(=O)c2cn(Cc3cccc(Br)c3)c3ccccc23)no1 | -2.1%
15 | COC(=O)c1cccc(N2C(=O)C[C@](Sc3ccc(C)cc3)(C(=O)OC)[C@H]2c2ccccc2)c1 | -0.5%
16 | CN(C)CCNc1ncnc2c1ncn2[C@H]1CN(Cc2ccc(F)cc2)C[C@@H](CO)O1 | 12.7%
17 | CCOc1ccc(CCN2C(=S)N([C@@H](Cc3ccccc3)CN3CCC[C@@H]3CN3C(=S)NC[C@@H]3Cc3ccc(O)cc3)C[C@@H]2CC(C)C)cc1 | 14.2%
18 | Cc1ccsc1-c1cc2nc(NCCOc3ccccc3Cl)n(C)c(=O)c2s1 | 5.3%
19 | CCCS(=O)(=O)NC(=O)C1(C)CCN(C(=O)c2ccc(OC)cc2OC)C1 (configuration not stated) | 0.6%
20 | O=C1NC[C@H](CCCCN2CCN(CCc3ccccc3)C(=O)C2=O)N(CCc2ccccc2)C1=O | 1.1%
21 | CC(O)(c1ccccc1)c1nc(-c2cc3ccccc3o2)cs1 (configuration not stated) | 1.9%
22 | CC(C)c1ccc(Nc2ncc3c(n2)CCN(C(=O)Nc2ccc(F)c(Cl)c2)C3)cc1 | -4.2%
23 | CCc1nc2c(OCC(=O)N3CCOCC3)cccn2c1N(C)C(=O)COc1ccccc1 | -9.6%
24 | CCOC(=O)c1cc(-c2cccc(O)c2)oc1C | 1.6%
25 | CCCC(=O)Nc1nnc([C@H]2C[C@H](O)[C@@H](CO)O2)s1 | -2.3%

3 structures already listed, ordered by molecular weight, rising:
# | Compound | GLS inhibitor
21 | CC(O)(c1ccccc1)c1nc(-c2cc3ccccc3o2)cs1 (configuration not stated) | 1.9%
11 | CCCCN(C)c1c(C)nc2ccc(C(=O)NCc3cccs3)cn12 | 11.8%
14 | Cc1cc(NC(=O)CS(=O)(=O)c2cn(Cc3cccc(Br)c3)c3ccccc23)no1 | -2.1%

(continued)
# | Compound | GLS inhibitor
26 | NC(Cc1ccc(F)cc1)c1csc(Nc2cc(NCc3ccco3)ncn2)n1 (configuration not stated) | 2.1%
27 | Cc1ccccc1C(c1ncccc1C)N(C)C(=O)C1CCN(CCOc2ccc(Cl)cc2Cl)CC1 (configuration not stated) | 11.2%
28 | CC(=O)Nc1ccc(CN2C(=O)C(CCc3ccccc3)ON=C2c2cnccn2)cc1 (configuration not stated) | 4.2%
29 | O=C(NC(c1ccc(Cl)cc1)c1cnccn1)C1CCN(Cc2ccc(Oc3ccccc3)cc2)CC1 (configuration not stated) | 11.6%
30 | Cc1ccc(F)cc1C(=O)N1CCOCC1c1cc(C(=O)NCc2ccccc2)no1 (configuration not stated) | -1.4%
31 | CCCCCn1nnnc1-c1nc2cc3ccccc3cc2[nH]c1=O | 1.0%
32 | CC(C)(C)c1ccc(C(O)c2ncc(-c3cccc(F)c3)[nH]2)cc1 (configuration not stated) | 3.1%
33 | C[C@@H](NC(=O)[C@@H]1CCCN1C(=O)[C@@H]1CCCN1C(=O)c1cccc2ccccc12)c1ccccc1 | 1.0%
34 | CC1(C(=O)NCc2ccccc2Br)CCN1C(=O)Cc1ccc(-c2ccccc2)cc1 (configuration not stated) | 2.5%
35 | COc1cccc(C(NC(C)=O)c2nc(-c3ccc(F)cc3OC)cs2)c1 (configuration not stated) | -8.6%
36 | O=C(C(=NNc1ccccc1)C(=S)Nc1ccccc1)c1ccccc1 | 6.2%
37 | Cc1ccc(Cc2c(-c3cccc(Br)c3)nc3c(Cl)cc(C(F)(F)F)cn23)cc1 | -4.9%
38 | Cc1ccc(-c2cnc(C(O)c3ccc(Cl)c(Cl)c3)[nH]2)cc1 (configuration not stated) | -3.6%
39 | COC(=O)c1cnc(Nc2nc(C(N)Cc3ccc(OC)cc3)cs2)nc1C(F)(F)F (configuration not stated) | -6.5%
40 | CC(C)C[C@H]1CN(CCCC[C@H]2CNC(=O)C(=O)N2CC2CCCCC2)C(=O)C(=O)N1CCc1ccc(O)cc1 | -2.4%
41 | CC(=O)Nc1ccc(-c2ccnc3c2CC(C)(C(=O)NCc2ccc(N(C)C)cc2)O3)cc1 (configuration not stated) | -10.4%
42 | Cc1nc(C(F)(F)F)ccc1C(=O)N1CCC1(C)C(=O)NS(=O)(=O)c1ccc2ccccc2c1 (configuration not stated) | -11.7%
43 | CC(C)c1ccc(CC(=O)N2CCC2(C)C(=O)Nc2ccc3c(c2)OCCO3)cc1 (configuration not stated) | -24.5%
44 | COCCCN1C(=O)C(CC(=O)NCc2cccc3ccccc23)CC(C(=O)N(C(C)C)C(C)C)=C1C (configuration not stated) | 4.9%
45 | Cc1ccc(CN2C(=O)c3ccccc3C2c2nnnn2C(C)C)cc1 (configuration not stated) | -8.8%
46 | O=C(NCC(F)(F)F)c1csc([C@@H]2O[C@H](CO)[C@H](O)[C@H](O)[C@H]2O)n1 | 5.0%
47 | CC(C)N(C)c1ncnc2c1ncn2[C@H]1CN(Cc2ccccc2)C[C@@H](CO)O1 | 9.6%
48 | O=C(O)C1CCC2CCCC21 (configuration not stated) | 0.9%
49 | CCC(=O)N1CCC1(C)C(=O)Nc1ccc2c(c1)OCO2 (configuration not stated) | -1.5%
50 | CCCS(=O)(=O)NC(=O)C1(C)CCCN(C(=O)c2cc(OC)ccc2Br)C1 (configuration not stated) | 10.8%

Further structures follow.
# | Compound | GLS inhibitor
51 | COc1ccc(NC(=O)C2(C)CCN2C(=O)Cc2ccccc2)cc1OC (configuration not stated) | 5.6%
52 | CN(C)CCN(Cc1ccccc1)C(c1ccnc2ccccc12)c1nnnn1-c1ccc2c(c1)OCCO2 (configuration not stated) | 1.7%
53 | COc1ccccc1-c1cccc2nccn12 | -0.1%
54 | O=C(Nc1ccccc1)Nc1nnc([C@@H]2C[C@H](O)[C@@H](CO)O2)s1 | -21.9%
55 | Cc1ccc(Cn2cc(CN3CC(N4CCN(CCN(C)C)CC4)CS3(=O)=O)nn2)cc1 (configuration not stated) | 3.2%
56 | CC(C)Oc1cc(F)ccc1-c1cc(C(=O)NCc2cccs2)[nH]n1 | 6.5%
57 | CC1(C(=O)NS(=O)(=O)c2cccc(C#N)c2)CCN1C(=O)C1(c2ccc(Cl)cc2)CCC1 (configuration not stated) | 19.6%
58 | C[C@@H]1CCCN1[C@@H]1CS(=O)(=O)N[C@H]1COCc1ccccc1 | -8.1%
59 | Cc1cn([C@H]2C[C@H](O)[C@@H](/C=C/C(=O)NCC(c3ccccc3)c3ccccc3)O2)c(=O)[nH]c1=O | -16.4%
60 | COc1ccc(C(C)(NC(C)=O)c2nc(-c3cccnc3)cs2)cc1 (configuration not stated) | 4.9%
61 | CC(C)(C)c1ccc(C(=O)N2CCC2(C)C(=O)Nc2cnc3ccccc3c2)cc1 (configuration not stated) | -0.3%
62 | COc1cccc(-c2cc3nc(Nc4ccc(OC)c(OC)c4)n(C)c(=O)c3s2)c1 | 12.9%
63 | O=C(NCc1ccco1)c1ccc2sc([C@@H]3O[C@H](CO)[C@H](O)[C@H](O)[C@H]3O)nc2c1 | 2.0%
64 | O=C(c1cc(C2CCCCN2S(=O)(=O)Cc2ccccc2)on1)N1CCOCC1 (configuration not stated) | 1.1%
65 | O=C(CC[C@H]1O[C@@H](n2cnc3c(NC(=O)c4ccccc4)ncnc32)[C@H](O)[C@@H]1O)N[C@@H](CO)Cc1c[nH]c2ccccc12 | 2.9%
66 | CCNC(=O)C1(C)CCCN1C(=O)c1ccc(C#N)cc1 (configuration not stated) | -4.2%
67 | COCCCNc1ccn2nc(-c3cc(OC)c(OC)c(OC)c3)cc2n1 | 9.1%
68 | CCNC(=O)C1(C)CCN1C(=O)CCc1cccc(Cl)c1 (configuration not stated) | -4.6%
69 | CN(Cc1cn(Cc2cccc(C(F)(F)F)c2)nn1)C1CN(Cc2cn(Cc3cccc(C(F)(F)F)c3)nn2)S(=O)(=O)C1 (configuration not stated) | 2.8%
70 | CCOC(=O)c1c(-c2ccc(N(C)C)cc2)oc2c1C(OC)CC2 (configuration not stated) | 1.3%
71 | CC(=O)Nc1ccc(CN2C(=O)C(C)(C)ON=C2c2ccc(C(F)(F)F)cc2)cc1 | 5.8%
72 | CCc1nc2ccc(C(=O)Nc3cccc(OCC(=O)N(C)C)c3)cn2c1N(CCN(C)C)CC1CC1 | 30.7%[activator]
73 | CC(C)C[C@@H](CN1CCC[C@@H]1CN1C(=S)NC[C@@H]1Cc1ccccc1)N1C[C@H](Cc2ccc(O)cc2)N(CC2CCCCCC2)C1=S | 12.3%
74 | O=C(NCc1ccco1)C1Cc2c(-c3ccccc3Oc3ccccc3)ccnc2O1 (configuration not stated) | -0.7%
75 | Cc1c(Br)cccc1NC(=O)C1(C)CCN1Cc1ccc(OC(C)C)cc1 (configuration not stated) | 4.1%

Additional compounds:
# | Compound | GLS inhibitor
76 | COC(=O)CCCn1cc(CN2CC(N3CCN(CCN(C)C)CC3)CS2(=O)=O)nn1 (configuration not stated) | 4.0%
77 | COCCNC(=O)c1cccc2c(-c3ccnn3C)coc12 | -7.5%
78 | CCCCCn1nnnc1C1c2ccccc2C(=O)N1Cc1ccco1 (configuration not stated) | -16.1%
79 | COc1ccc(Cn2cc(CN3CC(N(C)C)CS3(=O)=O)nn2)cc1 (configuration not stated) | 2.8%
80 | CCCCNC(=O)c1ccc2nc(CC)c(N(CC)CCN(C)C)n2c1 | 22.6%
81 | CN(C)CCN(C)C1CN(C2CCCC2)S(=O)(=O)C1 (configuration not stated) | -5.2%
82 | CC(C)C[C@H]1CN([C@@H](CC(C)C)CN2CCC[C@H]2CN2C(=O)C(=O)NC[C@@H]2Cc2ccc(O)cc2)C(=O)C(=O)N1CC1CCCCCC1 | 26.9%
83 | CCN1CCCC1CNC(=O)c1cc(S(=O)(=O)CC)ccc1OC (configuration not stated) | 3.2%
84 | CCCCCCCCC(c1nc2cc(C)c(C)cc2[nH]1)n1c(=O)c(-c2ccccc2Br)nc2ccccc21 (configuration not stated) | -4.1%
85 | CC1(Cc2ccc(OC(F)(F)F)cc2)C(=O)Nc2ccc(OC(F)(F)F)cc21 (configuration not stated) | 4.4%
86 | Cc1cccnc1C(c1ccc(F)cc1)N(C)C(=O)C1CCN(CCCOc2ccc(F)cc2)CC1 (configuration not stated) | 5.9%
87 | Cn1c(=O)c2cc(NC(=O)CCc3ccc4c(c3)OCO4)ccc2n1Cc1ccc(F)cc1 | 1.6%
88 | COc1ccc(OC)c(NC(=O)C2(C)CCN2Cc2ccccc2Cl)c1 (configuration not stated) | 1.6%
89 | C#Cc1ccccc1OCCCN1CCC(C(O)(c2ccccc2)c2ccccc2)CC1 | -18.3%
90 | COc1ccc(Cc2c(-c3ccccc3)nc3ccc(Cl)cn23)c(C)c1 | 6.1%
91 | CCOC(=O)C1(C)CCCN(C(=O)c2cc(C#N)cs2)C1 (configuration not stated) | 0.3%
92 | COc1cc(Nc2cccc(-c3ccccc3)n2)cc(OC)c1OC | 5.5%
93 | CCc1nc2ccc(C(=O)N(CC)CCN(C)C)cn2c1N(CC)CCOC | 43.3%[activator]
94 | CCCc1nc2cc(C)c(Br)c(C)n2c1Cc1ccsc1 | 9.7%
95 | O=C(Nc1ccn(C2CCC(CO)O2)c(=O)n1)c1ccccc1 (configuration not stated) | -19.6%
96 | O=C(NCc1ccccc1)c1cc(C2COCCN2C(=O)c2ccc(Cl)cc2)on1 (configuration not stated) | -1.0%
97 | CC(=O)Nc1cncc(-c2ccccc2C(C)=O)n1 | -0.8%
98 | CCCCC[C@H](C)N1C[C@H](COCc2ccccc2)Oc2cc(N3CC[C@H](N(C)C)C3)ccc2S1(=O)=O | 17.9%
99 | COc1ccc(CCN2C(=O)CCC2(C)c2nnnn2-c2c(C)cccc2C)cc1OC (configuration not stated) | 3.3%
100 | CCCCNC(=O)c1nc(C2CCN(S(=O)(=O)c3ccccc3C(F)(F)F)CC2)oc1-c1cccc(C(F)(F)F)c1 | -0.5%
101 | COc1cccc(Cn2c3ccc(NC(=O)Cc4ccccc4C)cc3c(=O)n2C)c1 | 6.6%
102 | Nc1ccc(CC(N)c2csc(Nc3nncc4ccccc34)n2)cc1 (configuration not stated) | 0.4%

5 compounds already listed, sorted by their value in GLS inhibitor, ascending.
entry	canonical_smiles	GLS inhibitor
81	CN(C)CCN(C)C1CN(C2CCCC2)S(=O)(=O)C1 (configuration not stated)	-5.2%
100	CCCCNC(=O)c1nc(C2CCN(S(=O)(=O)c3ccccc3C(F)(F)F)CC2)oc1-c1cccc(C(F)(F)F)c1	-0.5%
91	CCOC(=O)C1(C)CCCN(C(=O)c2cc(C#N)cs2)C1 (configuration not stated)	0.3%
79	COc1ccc(Cn2cc(CN3CC(N(C)C)CS3(=O)=O)nn2)cc1 (configuration not stated)	2.8%
92	COc1cc(Nc2cccc(-c3ccccc3)n2)cc(OC)c1OC	5.5%

Compound activity (PubChem)
